IL1B NFkB pot: enhancers of NFkB p65 translocation in HUVEC – imaging, IL-1B stimulus, high-content imaging, primary screen; activation, % at 2 µM; 94,000 compounds, 0.3% hits; HUVEC IL-1B NFkB p65 nuclear translocation imaging;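 active means activation above 40%, about the mean plus 3 SD, also judged a hit on visual image review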;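 further: percent activation is computed from the nuclear over cytoplasmic p65 intensity ratio; values of inactives mirror those of a sister screen read the other way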
PLAP inhibition: PLAP enzyme inhibitors, biochemical, luminescence, HTS (AID 690). 96,000 compounds, 0.08% hits. purified PLAP, luminescent substrate; higher % means a stronger effect. one-dose inhibition, % at 20 µM; IC50 in µM for titrated hits. Alkaline phosphatase, placental type (Homo sapiens); in the data active means a potency from the dose series; inactive means the rest, 99 in 100 with inhibition below about 30%; further: strong numbers were not always called active
MRP resist rev: reversal of MRP1-mediated doxorubicin resistance, primary screen, H69AR cells, doxorubicin co-treatment. H69AR cells + 2 uM doxorubicin, CellTiter-Glo, 72 h. differential viability (reversal), % at 10 µM. 85,000 compounds, 0.04% hits;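 active means viability drop by adding the cancer drug above about 55%, with treated viability meeting a 40% cutoff, limit read from the data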;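 further: viability without doxorubicin minus viability with 2 µM doxorubicin for each compound; larger differential means the compound sensitizes cells more to doxorubicin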
IL1B NFkB inh: inhibitors of IL-1B driven NFkB p65 nuclear import, primary screen, imaging, HUVEC, IL-1B stimulus, high-content imaging; HUVEC IL-1B NFkB p65 nuclear translocation imaging; inhibition, % at 2 µM; 94,000 compounds, 0.43% hits;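 active means inhibition above about 30% together with a positive call from visual inspection of the well image, limit read from the data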;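 further: nuclear over cytoplasmic p65 intensity ratio measured by imaging; 0% = IL-1B stimulated DMSO wells and 100% = unstimulated DMSO wells; values of inactives mirror those of a sister screen read the other way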
Bcl-B displacement: displacers of TR3 peptide from Bcl-B, primary screen, selectivity assay for Bfl-1 inhibitor project, biochemical, fluorescence polarization. Bcl-2-like protein 10 (Homo sapiens). FP displacement of FITC-TR3 peptide from Bcl-B; higher % means a stronger effect. one-dose displacement, % at 20 µM; IC50 in µM for titrated hits. 96,000 compounds, 0.11% hits. AID 748, 2007;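 active means displacement above 50% at 20 µM plus a fluorescence interference ratio under 1.5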;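 further: plate controls were wells without compound for no effect and wells lacking Bcl-B protein for full effect; a part of the inactive calls stands beside numbers as strong as those of hits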
MRP resist rev cytotoxicity: recorded beside MRP resist rev, whose call it bears; viability, %; H69AR cells, CellTiter-Glo, 72 h; measured here: cytotoxicity without doxorubicin
MRP resist rev with doxorubicin: also measured in MRP resist rev; calls as there; viability, %; measured here: viability with 2 uM doxorubicin; stronger effect = lower value
IL1B NFkB inh cell count 2 µM: also measured in IL1B NFkB inh; calls as there; cell count; measured here: cells passing quality filter;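 raw number of nuclei counted in each imaged well without normalization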
IL1B NFkB pot cell count 2 µM: recorded beside IL1B NFkB pot, whose call it bears; cell count; measured here: cells passing quality filter
Active calls of the source: *.

Cc1ccc2oc(C(Cl)(Cl)Cl)cc(=O)c2c1 was read as IL1B NFkB pot -7, PLAP inhibition 4%, IL1B NFkB inh 7, Bcl-B displacement 3%, IL1B NFkB inh cell count 2 µM 121 and IL1B NFkB pot cell count 2 µM 121.
For O=C(c1nc2nc(-c3ccc(Cl)cc3)cc(C(F)(F)F)n2n1)N1CCOCC1 the results were IL1B NFkB pot -31, PLAP inhibition -62%, MRP resist rev 1, IL1B NFkB inh 31*, Bcl-B displacement -1%, MRP resist rev cytotoxicity 87, MRP resist rev with doxorubicin 86, IL1B NFkB inh cell count 2 µM 90* and IL1B NFkB pot cell count 2 µM 90.
For Cc1ccccc1N1C(=O)CC(N(O)c2ccccc2)C1=O (configuration not stated) the results were IL1B NFkB pot 9, PLAP inhibition -6%, MRP resist rev 8, IL1B NFkB inh -8, Bcl-B displacement -9%, MRP resist rev cytotoxicity 85, MRP resist rev with doxorubicin 77, IL1B NFkB inh cell count 2 µM 112 and IL1B NFkB pot cell count 2 µM 112.
`COc1ccc(-c2noc(CSc3ccc(C)cc3)n2)cc1` gave IL1B NFkB pot -6, PLAP inhibition 2%, MRP resist rev -5, IL1B NFkB inh 6, Bcl-B displacement -62%, MRP resist rev cytotoxicity 75, MRP resist rev with doxorubicin 80, IL1B NFkB inh cell count 2 µM 110 and IL1B NFkB pot cell count 2 µM 110.
Screening O=C(CCc1ccccc1)Nc1ccc(NC(=O)c2ccco2)cc1 returned IL1B NFkB pot 26, PLAP inhibition -9%, MRP resist rev 11, IL1B NFkB inh -26, Bcl-B displacement -21%, MRP resist rev cytotoxicity 92, MRP resist rev with doxorubicin 81, IL1B NFkB inh cell count 2 µM 169 and IL1B NFkB pot cell count 2 µM 169.
For CCCCCCOc1ccc(OC(=O)c2cccnc2)cc1 the results were IL1B NFkB pot -8, PLAP inhibition -8%, MRP resist rev 0, IL1B NFkB inh 8, Bcl-B displacement -1%, MRP resist rev cytotoxicity 100, MRP resist rev with doxorubicin 99, IL1B NFkB inh cell count 2 µM 151 and IL1B NFkB pot cell count 2 µM 151.
For O=C(O)COc1ccc(NC(=O)c2ccco2)cc1 the results were IL1B NFkB pot 4, PLAP inhibition -2%, MRP resist rev 4, IL1B NFkB inh -4, Bcl-B displacement 6%, MRP resist rev cytotoxicity 98, MRP resist rev with doxorubicin 94, IL1B NFkB inh cell count 2 µM 92 and IL1B NFkB pot cell count 2 µM 92.
N#CC(=C1CCCC1)c1nc(-c2cc3ccccc3oc2=O)cs1 was read as IL1B NFkB pot -5, PLAP inhibition 6%, IL1B NFkB inh 6, Bcl-B displacement -24%, IL1B NFkB inh cell count 2 µM 119 and IL1B NFkB pot cell count 2 µM 119.
`COc1ccc(NC(=O)CN2CCN(CC(=O)Nc3ccc(OC)c(OC)c3)CC2)cc1` gave PLAP inhibition -64%, MRP resist rev 5, Bcl-B displacement -7%, MRP resist rev cytotoxicity 97 and MRP resist rev with doxorubicin 92.
CC(/C=N/NC(=O)c1cccnc1)=C\c1ccco1 was read as IL1B NFkB pot -1, PLAP inhibition 13%, MRP resist rev 4, IL1B NFkB inh 1, Bcl-B displacement -11%, MRP resist rev cytotoxicity 95, MRP resist rev with doxorubicin 91, IL1B NFkB inh cell count 2 µM 138 and IL1B NFkB pot cell count 2 µM 138.
`Cc1cccn2cc(-c3ccccc3)nc12` gave IL1B NFkB pot -5, PLAP inhibition -4%, MRP resist rev 6, IL1B NFkB inh 5, Bcl-B displacement -14%, MRP resist rev cytotoxicity 91, MRP resist rev with doxorubicin 85, IL1B NFkB inh cell count 2 µM 194 and IL1B NFkB pot cell count 2 µM 194.
For COC(=O)c1cc(C(=O)CSc2nc(C)cc(C)n2)ccc1O the results were IL1B NFkB pot 4, PLAP inhibition -13%, IL1B NFkB inh -4, Bcl-B displacement 8%, IL1B NFkB inh cell count 2 µM 115 and IL1B NFkB pot cell count 2 µM 115.
`COC(=O)CNS(=O)(=O)c1ccc(C)cc1` gave IL1B NFkB pot 7, PLAP inhibition 14%, IL1B NFkB inh -7, Bcl-B displacement 16%, IL1B NFkB inh cell count 2 µM 125 and IL1B NFkB pot cell count 2 µM 125.
For Cc1cc2c(c(=O)o1)C(C1C=CCCC1)C(C#N)=C(N)O2 (configuration not stated) the results were IL1B NFkB pot -6, PLAP inhibition 10%, MRP resist rev 21, IL1B NFkB inh 6, Bcl-B displacement -1%, MRP resist rev cytotoxicity 97, MRP resist rev with doxorubicin 76, IL1B NFkB inh cell count 2 µM 192 and IL1B NFkB pot cell count 2 µM 192.
`CCOCN(C(=O)Cn1c(CO)nc2ccccc21)c1c(C)cccc1CC` gave IL1B NFkB pot -3, PLAP inhibition -29%, MRP resist rev -23, IL1B NFkB inh 3, Bcl-B displacement -11%, MRP resist rev cytotoxicity 63, MRP resist rev with doxorubicin 85, IL1B NFkB inh cell count 2 µM 124 and IL1B NFkB pot cell count 2 µM 124.

Three compounds from above, arranged by molar mass, smallest number first.
`COc1ccc(-c2noc(CSc3ccc(C)cc3)n2)cc1` gave IL1B NFkB pot -6, PLAP inhibition 2%, MRP resist rev -5, IL1B NFkB inh 6, Bcl-B displacement -62%, MRP resist rev cytotoxicity 75, MRP resist rev with doxorubicin 80, IL1B NFkB inh cell count 2 µM 110 and IL1B NFkB pot cell count 2 µM 110.
N#CC(=C1CCCC1)c1nc(-c2cc3ccccc3oc2=O)cs1 was read as IL1B NFkB pot -5, PLAP inhibition 6%, IL1B NFkB inh 6, Bcl-B displacement -24%, IL1B NFkB inh cell count 2 µM 119 and IL1B NFkB pot cell count 2 µM 119.
`COc1ccc(NC(=O)CN2CCN(CC(=O)Nc3ccc(OC)c(OC)c3)CC2)cc1` gave PLAP inhibition -64%, MRP resist rev 5, Bcl-B displacement -7%, MRP resist rev cytotoxicity 97 and MRP resist rev with doxorubicin 92.

Following part
For Cc1c(CN2CCN(c3cccc(C(F)(F)F)c3)CC2)c(=O)n(-c2ccccc2)n1C the results were IL1B NFkB pot -1, PLAP inhibition -46%, MRP resist rev 20, IL1B NFkB inh 1, Bcl-B displacement -6%, MRP resist rev cytotoxicity 103, MRP resist rev with doxorubicin 83, IL1B NFkB inh cell count 2 µM 143 and IL1B NFkB pot cell count 2 µM 143.
Cc1ccc(C(C)C)c(OCC(=O)OCc2c(C)noc2C)c1 was read as IL1B NFkB pot 17, PLAP inhibition 10%, MRP resist rev 0, IL1B NFkB inh -17, Bcl-B displacement -3%, MRP resist rev cytotoxicity 92, MRP resist rev with doxorubicin 92, IL1B NFkB inh cell count 2 µM 123 and IL1B NFkB pot cell count 2 µM 123.
`O=C(O)c1cccc(NS(=O)(=O)c2cccc3nsnc23)c1` gave IL1B NFkB pot 2, PLAP inhibition 1%, MRP resist rev 2, IL1B NFkB inh -2, Bcl-B displacement 8%, MRP resist rev cytotoxicity 92, MRP resist rev with doxorubicin 90, IL1B NFkB inh cell count 2 µM 140 and IL1B NFkB pot cell count 2 µM 140.
Screening Nc1c(C(=O)NC2CCCC2)sc2nc(-c3cccs3)ccc12 returned PLAP inhibition -19% and Bcl-B displacement 1%.
Screening Clc1cccc(Nc2ncnc3ccc(Br)cc23)c1 returned IL1B NFkB pot 0, PLAP inhibition -14%, IL1B NFkB inh -17, Bcl-B displacement 6%, IL1B NFkB inh cell count 2 µM 137 and IL1B NFkB pot cell count 2 µM 161.
For COCCCN(Cc1ccccn1)S(=O)(=O)Cc1ccccc1 the results were IL1B NFkB pot 3, MRP resist rev 11, IL1B NFkB inh -3, MRP resist rev cytotoxicity 102, MRP resist rev with doxorubicin 91, IL1B NFkB inh cell count 2 µM 149 and IL1B NFkB pot cell count 2 µM 149.
c1ccc(-n2ncc3c(NCc4cccnc4)ncnc32)cc1 was read as IL1B NFkB pot -2, PLAP inhibition -18%, MRP resist rev 2, IL1B NFkB inh 2, Bcl-B displacement -5%, MRP resist rev cytotoxicity 93, MRP resist rev with doxorubicin 91, IL1B NFkB inh cell count 2 µM 182 and IL1B NFkB pot cell count 2 µM 182.
Screening COc1cnc(N(C)C)nc1Sc1cccc(Cl)c1 returned IL1B NFkB pot 11, PLAP inhibition -6%, MRP resist rev 10, IL1B NFkB inh -11, Bcl-B displacement 3%, MRP resist rev cytotoxicity 72, MRP resist rev with doxorubicin 62, IL1B NFkB inh cell count 2 µM 177 and IL1B NFkB pot cell count 2 µM 177.
`O=C1NC(c2ccccc2)=C(c2ccc3ccccc3n2)C(c2ccncc2)N1` (configuration not stated) gave IL1B NFkB pot 6, PLAP inhibition -29%, IL1B NFkB inh -6, Bcl-B displacement -13%, IL1B NFkB inh cell count 2 µM 151 and IL1B NFkB pot cell count 2 µM 151.
Screening O=C(CN1C(=O)NC2(CCCCC2)C1=O)Nc1ccc(S(=O)(=O)N2CCOCC2)cc1 returned IL1B NFkB pot 7, PLAP inhibition 14%, MRP resist rev 13, IL1B NFkB inh -6, Bcl-B displacement -6%, MRP resist rev cytotoxicity 90, MRP resist rev with doxorubicin 76, IL1B NFkB inh cell count 2 µM 187 and IL1B NFkB pot cell count 2 µM 187.
CCCCNC(=O)C1CC(c2ccccc2[N+](=O)[O-])=NO1 (configuration not stated) was read as IL1B NFkB pot 3, PLAP inhibition -1%, IL1B NFkB inh -3, Bcl-B displacement -3%, IL1B NFkB inh cell count 2 µM 130 and IL1B NFkB pot cell count 2 µM 130.
Screening N#CC(=C=[N-])C1=C(C#N)C(c2ccccc2F)C([n+]2ccccc2)C(O)(C2CC2)N1 (configuration not stated) returned IL1B NFkB pot -6, PLAP inhibition 22%, IL1B NFkB inh 6, Bcl-B displacement 8%, IL1B NFkB inh cell count 2 µM 160 and IL1B NFkB pot cell count 2 µM 160.
Screening CCOC(=O)C(NC(=O)NC1CCCCC1)(c1ccccc1)C(F)(F)F (configuration not stated) returned IL1B NFkB pot 21, PLAP inhibition 41%, MRP resist rev 16, IL1B NFkB inh -21, Bcl-B displacement 10%, MRP resist rev cytotoxicity 97, MRP resist rev with doxorubicin 81, IL1B NFkB inh cell count 2 µM 93 and IL1B NFkB pot cell count 2 µM 93.
For CCc1nnc(NC(=O)CSc2nnc3c4ccccc4n(C)c3n2)s1 the results were PLAP inhibition 2%, MRP resist rev 3, Bcl-B displacement -18%, MRP resist rev cytotoxicity 83 and MRP resist rev with doxorubicin 80.
For Cc1nc(=O)c(-c2ccccc2)c(C)n1CCCCCC(=O)O the results were IL1B NFkB pot 0, PLAP inhibition -4%, MRP resist rev 12, IL1B NFkB inh 0, Bcl-B displacement 4%, MRP resist rev cytotoxicity 101, MRP resist rev with doxorubicin 89, IL1B NFkB inh cell count 2 µM 170 and IL1B NFkB pot cell count 2 µM 170.
Screening Cc1ccccc1C(C(=O)NCc1ccco1)N(CC1CCCO1)C(=O)Cn1nnc2ccccc21 (configuration not stated) returned IL1B NFkB pot -4, PLAP inhibition -36%, MRP resist rev 8, IL1B NFkB inh 4, Bcl-B displacement 5%, MRP resist rev cytotoxicity 101, MRP resist rev with doxorubicin 93, IL1B NFkB inh cell count 2 µM 98 and IL1B NFkB pot cell count 2 µM 98.
Cc1cccc(Nc2nc(NCc3ccco3)nc(N3CCOCC3)n2)c1 was read as IL1B NFkB pot 13, PLAP inhibition -20%, MRP resist rev 6, IL1B NFkB inh -13, Bcl-B displacement -10%, MRP resist rev cytotoxicity 53, MRP resist rev with doxorubicin 47, IL1B NFkB inh cell count 2 µM 184 and IL1B NFkB pot cell count 2 µM 184.
Screening COc1ccc(Oc2coc3c(CN4CCOCC4)c(O)ccc3c2=O)cc1 returned IL1B NFkB pot 6, PLAP inhibition 8%, MRP resist rev 20, IL1B NFkB inh -6, Bcl-B displacement 8%, MRP resist rev cytotoxicity 96, MRP resist rev with doxorubicin 76, IL1B NFkB inh cell count 2 µM 68 and IL1B NFkB pot cell count 2 µM 68.

Compound activity deposited in PubChem by several laboratories.

These rows are one share of the data; count on the stated rates, not on these rows.
